MEX-5 binding = MEX-5 zinc finger RNA-binding disruptors – biochemical, C. elegans, fluorescence polarization, MLPCN library, primary screen; MEX-5/FITC-TCR2 RNA binding; hits give low values; activity score (negative = inhibition of binding), % at 10 µM; actives 0.38% (n = 300,000); AID 1832, 2009;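 active = inhibition past about -25% in most replicates, and total fluorescence under double the plate's negative control median, limit read from the data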;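 also: 0% = DMSO and -100% = 5 µM competing unlabeled TCR2 RNA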
Target sequence (Q9XUB2 whole entry, looked up): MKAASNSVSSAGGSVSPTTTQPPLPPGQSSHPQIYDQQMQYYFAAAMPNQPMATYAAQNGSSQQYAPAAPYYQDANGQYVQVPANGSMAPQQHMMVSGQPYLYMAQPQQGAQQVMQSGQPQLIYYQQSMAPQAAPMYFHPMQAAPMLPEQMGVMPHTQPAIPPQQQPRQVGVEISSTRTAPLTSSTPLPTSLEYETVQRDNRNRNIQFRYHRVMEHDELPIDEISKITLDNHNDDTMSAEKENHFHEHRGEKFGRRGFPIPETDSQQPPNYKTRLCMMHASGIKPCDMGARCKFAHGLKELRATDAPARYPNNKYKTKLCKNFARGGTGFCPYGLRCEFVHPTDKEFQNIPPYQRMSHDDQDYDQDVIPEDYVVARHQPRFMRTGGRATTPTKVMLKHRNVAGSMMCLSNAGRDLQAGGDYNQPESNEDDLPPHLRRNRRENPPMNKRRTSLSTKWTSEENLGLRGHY
Efflux pump inh = inhibitors of Candida efflux pumps in yeast, primary screen, S. cerevisiae, Nile Red, multiplex; S. cerevisiae Candida pump triplex; inhibition, % at 10 µM; actives 0.44% (n = 330,000);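 active = plate passing quality check with inhibition over a set limit, or well fluorescence over plate mean plus 4 SD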;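 also: Nile Red retained in pooled yeast measured as flow cytometry median fluorescence; 0% = buffer negative control and 100% = Enniatin B positive control; higher means more Nile Red kept so more efflux inhibition; some compounds called inactive have numbers as strong as hits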
ZTA counter = blocks Epstein-Barr virus ZTA, an EBNA-1 counter-screen. ZTA-DNA binding, fluorescence polarization. P03206. inhibition, % at 11 µM. AID 2234. actives 0.15% (n = 320,000); in the data active = inhibition above about 33%
GLD-1 TGE inh = GLD-1/TGE RNA complex disruptors, primary screen, biochemical, fluorescence polarization; Female germline-specific tumor suppressor gld-1 (Caenorhabditis elegans), Q17339; purified GLD-1 + fluorescein TGE RNA; inhibition, % at 5.96 µM; actives 0.44% (n = 320,000); AID 2280, 2010;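 active = percent inhibition above a per-plate cutoff, the plate mean of test compounds plus 3 SD, cut at about 30% in these data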;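 also: 0% = DMSO wells with GLD-1 and probe and 100% = wells lacking GLD-1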
Target sequence (Q17339 whole entry, looked up): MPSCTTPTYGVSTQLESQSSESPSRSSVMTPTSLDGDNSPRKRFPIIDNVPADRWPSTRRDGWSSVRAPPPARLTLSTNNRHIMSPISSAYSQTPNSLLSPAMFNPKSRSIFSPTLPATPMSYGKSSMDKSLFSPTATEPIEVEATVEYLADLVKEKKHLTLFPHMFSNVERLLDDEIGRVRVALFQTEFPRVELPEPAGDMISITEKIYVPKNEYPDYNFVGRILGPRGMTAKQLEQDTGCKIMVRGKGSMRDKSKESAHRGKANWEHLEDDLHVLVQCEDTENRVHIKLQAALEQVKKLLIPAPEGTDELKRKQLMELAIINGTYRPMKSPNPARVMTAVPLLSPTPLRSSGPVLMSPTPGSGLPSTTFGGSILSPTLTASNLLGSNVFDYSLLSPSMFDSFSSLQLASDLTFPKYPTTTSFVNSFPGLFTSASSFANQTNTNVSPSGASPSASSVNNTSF
EBNA-1 inh = EBNA-1 DNA-binding inhibitors, primary screen, biochemical, fluorescence polarization; AID 1950, 2009; inhibition, % at 14.8 µM; actives 0.34% (n = 300,000); in the data active = inhibition above about 28%
BCLXL inh = inhibitors of human Bcl-xL, primary screen, biochemical, fluorescence polarization, HTS. inhibition, % at 10.9 µM. GST-Bcl-xL / FITC-Bim BH3 peptide fluorescence polarization. actives 0.7% (n = 320,000). Bcl-2-like protein 1 (Homo sapiens), Q07817;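 active = inhibition above the mean of all tested compounds plus 3 SD, cutoff set per campaign, cut at about 30% in these data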;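 also: 0% = DMSO wells and 100% = unlabeled Bim-BH3 peptide competitor; inhibitors lower millipolarization by displacing the labeled peptide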
MCL1 BIM primary = inhibitors of MCL1 binding to BIM-BH3, primary screen, biochemical, fluorescence polarization; GST-MCL1 / FITC-Bim-BH3 fluorescence polarization; inhibition, % at 10.9 µM; actives 0.68% (n = 320,000);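 active = inhibition above the mean inhibition of all tested compounds plus 3 SD, set per campaign, cut at about 40% in these data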;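 also: 0% = DMSO wells and 100% = unlabeled Bim-BH3 peptide control; higher means more loss of mP so more displacement of Bim peptide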
Fam108B counter = mouse Fam108B serine hydrolase inhibitors, primary screen, counter-screen for RBBP9 inhibitor project, biochemical, fluorescence polarization. recombinant Fam108B, FP-Rh probe fluorescence polarization. inhibition, % at 9.51 µM. actives 0.33% (n = 300,000). AID 1947, 2009;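 active = inhibition above the screen mean inhibition plus 3 SD, computed separately per campaign, cut at about 18% in these data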;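 also: inhibitors lower polarization as less probe binds the enzyme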
Yeast superoxide = reduction of superoxide in aged yeast, primary screen, HTS; superoxide response (% of plate mean), % at 10 µM; S. cerevisiae aged cells, superoxide DHE fluorescence; hits give low values; AID 2690, 2010; actives 0.18% (n = 330,000);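 active = superoxide response under a set limit, about three screen SD below normal, cut at about 65% in these data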;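 also: yeast aged for seven days with compound at 30 °C before DHE staining; 100% = average MFI of all compound-treated wells on the plate with controls excluded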
Numbers without * were called inactive; . = no result given. Random draw from the library; overall some 2.3% were active at least once.

(1) CCc1ccc(-c2nc(CCl)cs2)cc1
(2) O=C(COC(=O)c1cc(S(=O)(=O)N2CCCCC2)ccc1N1CCOCC1)NC1CCS(=O)(=O)C1 (centres undefined)
(3) CCOC(=O)C1=C(CSc2nc(-c3ccncc3)ccc2C#N)OC(N)=C(C#N)C1c1cccnc1 (centres undefined)
(4) CN(c1ccc(C(=O)N2CCOCC2)cc1)S(=O)(=O)c1ccc(Cl)cc1
(5) Cc1noc(C)c1C(=O)NC(C)C1CCCO1 (centres undefined)
(6) O=C(CCCCn1c(=O)[nH]c2ccsc2c1=O)NCC1CCCO1 (centres undefined)
(7) CCCn1nc(Oc2nc(N(C)C)nc(N(C)C)n2)ccc1=O
(8) O=C(Cn1c(NCCCO)nc2ccccc21)c1ccc(F)cc1
(9) O=S(=O)(Nc1cccc(-n2cnnn2)c1)c1ccccc1F
(10) CC(C)c1ccc(S(=O)(=O)c2cn(Cc3ccc(F)cc3)c3cc4c(cc3c2=O)OCO4)cc1

assay / compound	1	2	3	4	5	6	7	8	9	10
MEX-5 binding	1.4	-0.4	-8.4	-1.4	1.6	0.2	-0.9	-0.1	-1.7	-3.3
GLD-1 TGE inh	6	-4	2	2	-2	-6	3	-2	-2	-6
ZTA counter	1	4	2	7	10	2	10	-9	-14	-11
EBNA-1 inh	5	-5	5	-4	3	6	10	2	-1	-4
Efflux pump inh	-0.1	0.1	-0.2	0.1	0.0	-0.1	0.0	-0.3	-0.1	-0.1
MCL1 BIM primary	9	-3	7	5	0	6	-1	1	6	-8
Fam108B counter	1	0	0	-1	-4	0	5	4	0	1
Yeast superoxide	100	101	105	101	79	95	92	101	110	96
BCLXL inh	6	-5	16	3	2	6	2	2	0	0

(11) CC(Oc1cccc(Cl)c1)C(=O)Nc1ccc(S(=O)(=O)NC2=NCCCCC2)cc1 (centres undefined)
(12) COCCN1CCN(C(=O)C2CCC(=O)N(CCCc3ccccc3)C2)CC1 (centres undefined)
(13) CCCN(CC(=O)Nc1ccccc1C)C(=O)CCl
(14) CNC(=O)n1ccc(C(=O)N2CCCCC2)n1
(15) CCOc1ccc(CNC(c2ccccc2)c2ccccc2)cc1
(16) CCN(C(=O)c1cn(C)c(=O)c2cc(OC)c(OC)cc12)c1ccccc1C
(17) CC(=O)Nc1ccc(/C=N/NC(=O)CCN2CCN(c3ccccc3)CC2)cc1
(18) O=C(CSCc1ccc(Cl)cc1)c1ccco1
(19) Cc1onc(-c2ccccc2Cl)c1C(=O)Nc1cc(=O)n(C)c(=O)n1C
(20) O=C(Cn1cnc2c(cnn2-c2ccccc2)c1=O)NC1CCCC1

assay / compound	11	12	13	14	15	16	17	18	19	20
MEX-5 binding	1.6	0.0	2.4	1.5	0.8	.	-1.3	1.5	0.6	2.6
GLD-1 TGE inh	8	-1	2	0	2	-9	2	2	-6	-2
ZTA counter	8	0	20	4	-21	-1	-1	6	-9	1
EBNA-1 inh	5	-6	9	2	-12	16	-11	2	-3	-6
Efflux pump inh	0.1	0.1	0.0	0.0	-0.1	0.0	-0.2	0.1	0.1	0.0
MCL1 BIM primary	-19	2	-5	3	-4	-1	1	3	1	5
Fam108B counter	3	0	2	3	1	-2	-1	-2	2	-1
Yeast superoxide	100	110	90	95	100	90	93	112	117	99
BCLXL inh	-12	1	0	7	7	3	6	3	9	1

(21) COc1ccc(Cn2nnnc2CN(Cc2cc3cccc(C)c3[nH]c2=O)C2CCCC2)cc1
(22) CC(SCC(=O)NC12CC3CC(CC(C3)C1)C2)C(=O)O (centres undefined)
(23) CCOc1ccc(-c2ccc(/C=C3/C(=N)N4C(C)=CSC4=NC3=O)o2)c([N+](=O)[O-])c1
(24) O=C(CSc1nnc(SCc2ccccc2)s1)N/N=C/c1ccc(C(=O)O)cc1
(25) CCOc1cc(C2NC(=S)NC(C)=C2C(=O)Nc2ccccc2)ccc1O (centres undefined)
(26) CC(Sc1n[nH]c(N)n1)c1nc2scc(-c3cccs3)c2c(=O)[nH]1 (centres undefined)
(27) COC(=O)c1sc(NC(=O)/C=C/c2ccc(C)cc2)nc1C
(28) CCOC(=O)c1[nH]c2ccc(OC)cc2c1NC(=O)CCN1CCN(Cc2ccccc2)CC1
(29) CCOc1ccc(NC(C)c2cc(Cl)ccc2O)cc1 (centres undefined)
(30) Cc1ccnc(NC(=O)c2ccc(Cl)c(NC(=O)CCc3ccccc3)c2)c1

assay / compound	21	22	23	24	25	26	27	28	29	30
MEX-5 binding	0.4	1.1	-6.9	-1.2	-2.3	1.8	0.7	0.3	2.1	0.1
GLD-1 TGE inh	11	-10	-1	4	-5	-1	0	-8	-3	7
ZTA counter	-24	-11	4	9	-4	9	0	-4	6	3
EBNA-1 inh	-2	4	-7	13	5	-4	-3	-15	3	6
Efflux pump inh	-0.1	0.0	-0.3	-0.1	0.2	-0.1	-0.1	0.0	-0.1	-0.1
MCL1 BIM primary	-6	-3	-12	2	3	-3	-4	-1	-3	4
Fam108B counter	-7	-2	-6	-1	-1	-3	-5	4	5	-1
Yeast superoxide	107	115	112	94	110	108	98	99	87	93
BCLXL inh	1	0	-2	-3	5	3	-3	1	4	0

(31) O=C(c1ccc(=O)[nH]c1)N(Cc1ccco1)C1(C(=O)NC2CCCC2)CCCCC1
(32) N#CC1(C#N)CC(C=O)=C(N)C1(C#N)CC(=O)C12CC3CC(CC(C3)C1)C2 (centres undefined)
(33) CC(=O)Nc1ccc(C(=O)OCC(=O)NCc2ccc(Cl)cc2)cc1
(34) COc1ccc(NC(=O)CSCC(=O)Nc2ccc(S(=O)(=O)N3CCCC3)cc2)cc1
(35) CC1(C)CC(=O)c2c(noc2-c2ccccc2)C1
(36) COCCCNC(=O)c1cc2c(s1)CS(=O)(=O)C2
(37) COc1ccc(C2CC(c3ccco3)n3ncnc3N2)cc1 (centres undefined)
(38) COCCNC(=O)c1ccc(NC(C)=O)cc1
(39) CC(C)(CNC(=O)CNC(=O)c1ccccc1F)N1CCOCC1
(40) CCOC(=O)c1c(C)nc2sc(C(=O)Nc3ccc(C(C)=O)cc3)c(N)c2c1-c1ccc(OC)cc1

assay / compound	31	32	33	34	35	36	37	38	39	40
MEX-5 binding	-2.1	1.1	2.0	4.1	-0.6	1.8	-0.9	-0.7	.	0.4
GLD-1 TGE inh	-8	-9	3	-7	-2	6	2	-9	2	1
ZTA counter	-2	3	4	-19	8	-10	-3	0	7	4
EBNA-1 inh	-9	-2	-4	5	1	-2	-6	0	.	-3
Efflux pump inh	0.4	-0.2	0.2	0.2	0.1	-0.8	-0.2	0.0	0.1	0.0
MCL1 BIM primary	5	-1	-8	-19	2	1	3	-2	4	0
Fam108B counter	-1	-5	5	-2	5	-2	1	1	.	-6
Yeast superoxide	106	87	104	102	112	100	98	100	100	95
BCLXL inh	9	11	2	-1	4	0	2	4	2	4

(41) O=C(COc1ncnc2cc(Cl)ccc12)c1ccccc1
(42) COc1cc(NC(=O)c2cc3ccccc3cc2O)c(OC)cc1Cl
(43) COc1cc(CN2CCCN(C)CC2)c([N+](=O)[O-])cc1OC
(44) CNc1ccc(Oc2c(F)c(F)nc(F)c2F)cc1
(45) O=C(COC(=O)/C=C/c1ccc([N+](=O)[O-])cc1)Nc1ccc(F)cc1
(46) O=C(c1ccccc1)N1CCN(c2ncccn2)CC1
(47) Cc1cc(C)c2c(-n3cccc3)n[nH]c2n1
(48) O=c1[nH]cnc2c1ncn2[C@H]1CC[C@@H](CO)O1
(49) Cc1nnc(N/N=C\c2ccc(-c3cccc(C(=O)O)c3)o2)n1N
(50) O=C1C=C(c2cccc(Cl)c2O)C[C@@H](c2ccc(Cl)cc2)C1

assay / compound	41	42	43	44	45	46	47	48	49	50
MEX-5 binding	0.7	1.9	1.3	0.2	.	-1.4	-0.9	0.6	-7.7	.
GLD-1 TGE inh	2	-3	7	-1	5	1	0	1	-3	0
ZTA counter	-5	-4	1	2	11	-15	0	1	-12	-12
EBNA-1 inh	-9	-23	10	0	.	-14	-2	5	1	.
Efflux pump inh	0.2	0.1	-0.1	0.1	0.1	0.0	0.0	-0.3	0.1	-0.1
MCL1 BIM primary	6	-8	-1	2	-7	1	2	5	3	5
Fam108B counter	-2	30*	0	-2	.	2	-3	-1	1	.
Yeast superoxide	96	101	94	88	97	97	102	103	114	97
BCLXL inh	6	-2	4	2	-1	0	11	2	10	4

(51) CCOC(=O)C1CCCN(C(=O)c2cccc3ccccc23)C1 (centres undefined)
(52) COc1ccc(C)c2sc(NC(=O)C3CC3)nc12
(53) CCc1nnc(NS(=O)(=O)c2ccc(NC(=O)/C=C/c3ccccc3Cl)cc2)s1
(54) Cc1ccc(C(=O)Nc2ccc3c(c2)nc(CCNC(=O)c2ccco2)n3C)cc1
(55) O=C(Cn1cc(C(F)(F)F)ccc1=O)Nc1cc(S(=O)(=O)N2CCOCC2)ccc1Cl
(56) COc1ccc(S(=O)(=O)Nc2ncccn2)cc1
(57) CC(C)c1nc(CNC(=O)CCc2nnc(-c3ccsc3)o2)cs1
(58) O=C1C=C(NC2=CC3OC(c4ccccc4)OCC3OC2=O)CCC1 (centres undefined)
(59) Cc1cccc(C)c1NC(=O)C(=O)NCc1ccccn1
(60) COc1ccc2nc(NC(=O)c3ccccc3O)sc2c1
(61) CCC(C)[C@H](NC(=O)N1CCCCCC1)C(=O)O (some centres undefined)
(62) CC(=O)c1cccc(N2C(=NC(=O)C(C)C)SC3CS(=O)(=O)CC32)c1 (centres undefined)

assay / compound	51	52	53	54	55	56	57	58	59	60	61	62
MEX-5 binding	1.3	1.2	-0.9	0.0	-1.5	0.4	0.2	-3.2	2.0	-0.9	0.0	-1.6
GLD-1 TGE inh	6	1	2	4	-1	0	8	4	1	-6	0	-1
ZTA counter	-1	5	2	13	1	-6	-5	2	-16	-1	0	0
EBNA-1 inh	0	2	9	7	-7	-8	-21	5	-5	-3	-3	-9
Efflux pump inh	0.0	0.0	-0.2	-0.1	-0.1	-0.2	0.0	0.0	-0.1	0.2	0.1	0.1
MCL1 BIM primary	9	-1	8	1	2	-1	-1	-4	-3	-1	-6	5
Fam108B counter	6	4	-24	1	1	-3	2	0	0	6	-5	-1
Yeast superoxide	111	111	90	92	101	95	128	60*	98	99	104	87
BCLXL inh	6	-2	4	4	3	0	0	3	-1	3	0	-1

Reformatted tab-delimited: part of the list above.
cpd	Molecule	MEX-5 binding	GLD-1 TGE inh	ZTA counter	EBNA-1 inh	Efflux pump inh	MCL1 BIM primary	Fam108B counter	Yeast superoxide	BCLXL inh
16	CCN(C(=O)c1cn(C)c(=O)c2cc(OC)c(OC)cc12)c1ccccc1C	.	-9	-1	16	0.0	-1	-2	90	3
17	CC(=O)Nc1ccc(/C=N/NC(=O)CCN2CCN(c3ccccc3)CC2)cc1	-1.3	2	-1	-11	-0.2	1	-1	93	6
18	O=C(CSCc1ccc(Cl)cc1)c1ccco1	1.5	2	6	2	0.1	3	-2	112	3
19	Cc1onc(-c2ccccc2Cl)c1C(=O)Nc1cc(=O)n(C)c(=O)n1C	0.6	-6	-9	-3	0.1	1	2	117	9
20	O=C(Cn1cnc2c(cnn2-c2ccccc2)c1=O)NC1CCCC1	2.6	-2	1	-6	0.0	5	-1	99	1

Screens as filed in PubChem BioAssay.
